S3 lipid droplet: qHTS Assay for Lipid Storage Modulators in Drosophila S3 Cells | Drosophila S3 cells, BODIPY lipid droplet fluorescence, 18-24 h; cells fed with added oleic acid | Potency in µM for hits, for the others lipid storage change, negative = inhibition, % at the top dose, mostly 46.1 µM | 320,000 compounds, 0.64% hits; active means well fitted inhibition curve with a large enough effect in the signal ratio, with a control signal flat, not every such curve was filed as active; inconclusive means small, poorly fitted or top-dose-only effect, or effect the other way, or a change in a side signal; the % refers to the signal ratio
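Drosophila S3 cells loaded with oleic acid (400 uM, as added) and compounds at several concentrations; lipid droplets imaged by 488-nm laser-scanning cytometry, 500–530 nm intensity and object ratio to cell channel. Percent activity normalized to 20 uM Triacsin C.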
S3 lipid droplet cell count max: further read-out of S3 lipid droplet, marked with its call; cell number change, %; measured here: cell count max response;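 cells counted by Cell Tracker Red CMTPX staining in the red channel; peak over a dose series mostly up to 46.1 µM; percent activity relative to internal control wells on each plate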
The depositor's hits bear a star; i = inactive; ? = inconclusive; . = not tested or not shown. On the % scale 0 is the no-effect control and ±100 the full control effect; potency means the concentration at half of the fitted maximal effect. This is a subset. The share of hits here may be higher or lower than overall.

SMILES	S3 lipid droplet	S3 lipid droplet cell count max
Cc1cc(C)n(-c2ccc(F)cc2CN2CCN(Cc3ccccc3)C(CCO)C2)n1 (stereo unspecified)	1%	-3
COCCn1c(C)cc(C(=O)COC(=O)CCS(=O)(=O)c2ccc(C)cc2)c1C	4%	0
CC(=O)N1c2ccc(S(=O)(=O)NCC3CCC(C(=O)Nc4ncccc4C)CC3)cc2CC1C (stereo unspecified)	i	-16
CCCc1cc(=O)oc2cc(OCC(=O)NCCCN3CCOCC3)c(Cl)cc12	i	9
Cc1ccc(-c2nc3ccccc3o2)cc1NC(=O)Cc1cccs1	?	.
COc1cccc(NC(=S)Nc2ccc(F)cc2)c1	?	.
Cc1ccc(CNC(=O)CCn2cc(-c3ccc(C)cc3)nc2-c2ccncc2)cc1	21%	-5
Cc1ccc(-n2nnnc2-c2cnn(-c3cccc(F)c3)c2C(F)(F)F)cc1	-1%	-5
N#C/C(=C/c1ccc(O)c(O)c1)c1nc2ccccc2[nH]1	?	.
CCn1c(SCC(N)=O)nc2cc(S(=O)(=O)N3CCOCC3)ccc21	?	.
CN(CCOc1ccccc1)C(=O)CCc1nc2sc3c(c2c(=O)[nH]1)CCCC3	?	.
CC(C)CSc1ncnc2c1oc1nc3c(cc12)COC(C)(C)C3	?	.
Cc1ccc(S(=O)(=O)N2CCCOC2CNC(=O)C(=O)NCc2ccncc2)cc1 (stereo unspecified)	?	.
CCN1CC(CN(C)Cc2cn(-c3ccc(C)cc3)nc2-c2ccc(F)cc2)CC1=O (stereo unspecified)	i	13
COC(=O)c1cc(S(=O)(=O)NCC2CCN(Cc3ccc(C)cc3)CC2)c[nH]1	9%	.
COc1cc(-c2nc(Cc3ccccc3Cl)no2)cc(OC)c1OC	i	.
Cc1ccc(/C=N/NC(=O)c2ccc(N(C)S(=O)(=O)c3ccccc3)cc2)cc1	?	.
C=CCn1c(SCC(=O)NC(=O)NCCC)nnc1C1CCCCC1	?	.
COc1cc(CNc2ccc3[nH]c(=O)[nH]c3c2)ccc1OCc1ccc(F)cc1Cl	15%	-14
CN(c1ccccc1)S(=O)(=O)c1cccc(NC(=O)CN2CCCc3ccccc32)c1	?	.
COCCSc1ccccc1C(=O)Nc1nnc(COC)s1	-8%	0
O=C(Nc1ccc(F)cc1)C1CC(=O)n2c(nc3ccccc32)N1 (stereo unspecified)	1%	-2
Cn1c(SCC(=O)NNC(=O)Nc2ccc(Cl)cc2)nnc1-c1ccccc1	10%	5
COc1ccc(-n2c(CCC(=O)O)ccc2-c2ccc(F)cc2)c(OC)c1	?	.
CC(C)(C)OC(=O)[C@H](Cc1ccccc1)NC(=O)c1[nH]cnc1C(=O)Nc1ccc(Cl)cc1	-47%	-19

Laid out differently: entries from further up
Second line of a record – S3 lipid droplet, S3 lipid droplet cell count max
> COCCn1c(C)cc(C(=O)COC(=O)CCS(=O)(=O)c2ccc(C)cc2)c1C
  4%, 0
> CC(=O)N1c2ccc(S(=O)(=O)NCC3CCC(C(=O)Nc4ncccc4C)CC3)cc2CC1C (stereo unspecified)
  i, -16

The list goes on.
SMILES	S3 lipid droplet	S3 lipid droplet cell count max
Cc1ccc(-c2nc(C(=O)NCCCN(C)C)cc3c2[nH]c2ccccc23)cc1	1%	-6
CCN(C(=O)COC(=O)Cc1ccc(F)cc1)c1c(N)n(Cc2ccccc2)c(=O)[nH]c1=O	14%	-2
O=C(NCC1(N2CCOCC2)CCCCC1)c1cccc(S(=O)(=O)N2CCc3ccccc3C2)c1	?	.
c1ccc(CCCNc2ncccn2)cc1	-17%	-21
O=C(C1CCN(S(=O)(=O)c2ccc(Cl)cc2)CC1)N1CCCCCCC1	?	.
COCCN(C(=O)c1cccc(N2C(=O)CCC2=O)c1)c1nc(-c2ccc([N+](=O)[O-])cc2)cs1	?	.
O=C(N(Cc1ccccc1)c1ccccn1)C12CC3CC(CC(C3)C1)C2	?	.
O=C(Nc1ccccc1N1CCOCC1)c1cc(-c2ccncc2)nc2ccccc12	5%	3
CCOC(=O)c1sc(NC(=O)CSc2nccc(C)n2)nc1C	?	.
CNC(=O)c1ccsc1NC(=O)CCS(=O)(=O)c1ccccc1	-4%	-13
O=C(COC(=O)/C=C/c1nc2ccccc2s1)Nc1cccc(Cl)c1Cl	?	.
CC(=O)c1c(C)[nH]c(C(=O)Nc2cc(C)ccc2C)c1C	?	.
Cc1ccc(NC(=O)C(CC(C)C)NC(N)=O)cc1Cl (stereo unspecified)	5%	2
O=C(Nc1ccc2c(c1)OCO2)C1CCN(C(=O)CSc2ncnc3ccccc23)CC1	?	.
O=C1CCC(=O)N1c1ccc(-c2nc3sc4c(c3c(=O)o2)CCC4)cc1	13%	26
CC1CCCN(C(=O)c2ccc3c(c2)OCCO3)C1 (stereo unspecified)	-5%	8
CC1CCN(c2c(NCc3ccc(C(=O)NCc4ccccc4)cc3)c(=O)c2=O)CC1	?	.
Cc1ccc(C)c(S(=O)(=O)N/N=C2/CCCc3ccccc32)c1	?	.
C=CCn1c(COc2ccccc2OC)nc2ccccc21	10%	10
O=C(O)c1ccc2c(c1)C(=O)N([C@]1(C(=O)O)C[C@H]1c1ccccc1)C2=O	-5%	-13
O=C(OC1CCCCC1=O)c1cccc(S(=O)(=O)N2CCOCC2)c1 (stereo unspecified)	22%	12
COC(=O)Cn1cnc2c(C#N)c3n(c2c1=O)CCCCC3	?	.
O=C(COC(=O)Cc1ccsc1)Nc1ccc(Br)cc1	4%	-12
CCOC(=O)C1CCCN(C(=O)c2cc3c(=O)n(C)c4ccccc4c3n2C)C1 (stereo unspecified)	?	.
Cc1ccc(Nc2nc(N)nc(COC(=O)C3=COCCO3)n2)cc1	2%	-9

Single values from the list.
`CNC(=O)c1ccsc1NC(=O)CCS(=O)(=O)c1ccccc1` in S3 lipid droplet cell count max reads -13
`Cc1ccc(Nc2nc(N)nc(COC(=O)C3=COCCO3)n2)cc1` in S3 lipid droplet reads 2%
`O=C1CCC(=O)N1c1ccc(-c2nc3sc4c(c3c(=O)o2)CCC4)cc1` in S3 lipid droplet reads 13%

New compounds follow
SMILES	S3 lipid droplet	S3 lipid droplet cell count max
C=C1CCN([C@@H](C)C(=O)NCc2ccc(OC)cc2)S(=O)(=O)c2ccccc21	15%	0
N#Cc1ccc(CN2CCN(C(=O)c3ccc(S(=O)(=O)N4CCCCCC4)cc3)CC2)cc1	?	.
COc1ccc(NC(=O)C(CCSC)N2C(=O)c3ccccc3C2=O)cc1 (stereo unspecified)	i	.
COC(=O)c1sccc1N/N=C/c1cccc(OC)c1O	?	.
O=S(=O)(NC1CCCCC1N1CCC(O)CC1)c1ccccc1 (stereo unspecified)	?	.
O=C(/C=C/c1ccc(Cl)c(Cl)c1)N1CCc2ccccc21	10%	14
COc1ccc(NC(=O)c2ccc3c(c2)N(C)CCS3)cc1	?	.
COc1ccc(-c2csc3nc(-c4cccnc4)nc(Cl)c23)cc1OC	?	.
Cc1oc(-c2ccccc2F)nc1CS(=O)(=O)CC(=O)NC(C)CCc1ccccc1 (stereo unspecified)	?	.
CCOc1ccccc1NC(=O)C(OC(=O)C1CC1)c1ccccc1 (stereo unspecified)	9%	10
CC1(C)CC(=O)c2c(nn(-c3ccccc3)c2-c2ccncc2)C1	-2%	-7
CCOC(=O)c1nn(-c2ccc(C)cc2)cc1O	?	.
Cc1nc(-c2ccc(S(=O)(=O)N3CCN(C4c5ccccc5-c5ccccc54)CC3)s2)cs1	?	.
C/C(N)=C(/C#N)C(=O)COC(=O)CNS(=O)(=O)c1c(F)cccc1F	?	.
Cc1ccccc1-c1nnc(CN2CCC(C)CC2)o1	17%	2
COc1ccc(NC(=O)NCC(C)CSc2ccc(C)cc2)c(OC)c1 (stereo unspecified)	11%	-6
CCOc1ccc(NC(=O)CCCCn2c(=O)[nH]c3ccsc3c2=O)cc1	?	.
Cc1ccc(S(=O)(=O)NC(=O)NN2CC3CCCC3C2)cc1 (stereo unspecified)	?	.
O=C(NC(=S)Nc1nc2c(s1)CSc1ccccc1-2)c1ccccc1	?	.
c1ccc(-c2ccc(C3=Nn4c(nnc4-c4cccs4)SC3)cc2)cc1	8%	7
CCOc1ccc(C(=O)N2CCN(Cc3ccccc3)CC2)cc1	?	.
CC(O)CN1C(=O)C(CC(=O)Nc2ccc(Cl)cc2)SC1=Nc1ccccc1 (stereo unspecified)	i	11
CCOC(=O)Cn1cc(C#N)c2cccc(CC)c21	5%	10
O=C(Nc1ccccc1)Nc1scc2c1c(=O)oc1ccccc12	7%	14
COC(=O)c1ccc(C(=O)N2CCCC(CNC(=O)c3ccccc3Cl)C2)cc1 (stereo unspecified)	1%	23

Among those listed so far, 2 have a COOH group.
SMILES	S3 lipid droplet	S3 lipid droplet cell count max
COc1ccc(-n2c(CCC(=O)O)ccc2-c2ccc(F)cc2)c(OC)c1	?	.
O=C(O)c1ccc2c(c1)C(=O)N([C@]1(C(=O)O)C[C@H]1c1ccccc1)C2=O	-5%	-13

Further records:
SMILES	S3 lipid droplet	S3 lipid droplet cell count max
CC(C)CCNC(=O)CN(Cc1ccccc1)C(=O)CCC(=O)Nc1nccs1	i	3
CC(C)OC(=O)/C(=C/c1cccnc1)NC(=O)c1ccccc1	3%	14
COc1c(OC)c(O)c2c(=O)cc(-c3c(O)cccc3O)oc2c1OC	-25%	5
CNc1sc(C(=O)c2ccccc2F)c(N)c1-c1nc2ccccc2s1	?	.
COc1cccc(NC(=O)COc2ccc(C(=O)N3CCN(C)CC3)cc2)c1	i	10
CC(C)CCn1cnc2c1c(=O)n(C)c(=O)n2C	0%	-27
COC(=O)Nc1sc(C(=O)N(C)C)c(C)c1C(=O)OC	-2%	-9
CC(NC(=O)CN1C(=O)NC2(CCCCCC2)C1=O)c1ccccc1 (stereo unspecified)	?	.
COc1cc(C2SCC(=O)N2c2c(C)n(C)n(-c3ccccc3)c2=O)ccc1O (stereo unspecified)	?	.
Cc1ccccc1-c1ccc(Nc2ccc(C(=O)N3CCOCC3)cc2)nn1	?	.
COc1ccccc1C(O)P(=O)(OC1CCCCC1)OC1CCCCC1 (stereo unspecified)	-15%	14
Cc1cc(C)c2c(Cn3ccnc3)cc(=O)oc2c1	-3%	-15
O=C(N1CCOCC1)N1CCN(c2ccccc2F)CC1	?	.
Cc1cc(NC(=O)CCC(=O)N(CC(=O)NC2CCCC2)c2ccc(Cl)cc2)no1	?	.
Cc1ccc(C(=O)/C=C/Nc2ccc(S(=O)(=O)Nc3onc(C)c3C)cc2)cc1	?	.
CC(C)c1ccc(S(=O)(=O)N2CCN(C(=O)CN3C(=O)NC4(CCCCC4)C3=O)CC2)cc1	?	.
CSCCc1nc(SCC(=O)Nc2nnc(C)s2)[nH]c1C	18%	1
CCO[C@@H]1OC(C(=O)N2CCN(Cc3ccccc3)CC2)=C[C@H](C2CC2)[C@H]1CCCO	-11%	7
COc1ccc2nc(NC(=O)C3CCN(S(=O)(=O)c4cccc5nsnc45)CC3)sc2c1	19%	24
Cc1onc(-c2ccccc2)c1C(=O)NNC(=S)NC(=O)/C=C/c1ccccc1	24%	-6
Cc1cc(C)c2cc(CN(CCO)C(c3nnnn3Cc3ccc(F)cc3)C(C)C)c(=O)[nH]c2c1 (stereo unspecified)	?	.
O=C(OCCN1CCOCC1)c1ccc(O)cc1	?	.
N/C(CC1CC1(Cl)Cl)=N\OC(=O)c1ccccc1 (stereo unspecified)	5%	1
COc1ccc2nc(Cl)c(/C=N/Nc3ccccn3)cc2c1	?	.
CCN1CCN(C(=O)/C=C/c2ccc(C)o2)CC1	0%	-4

Reprinted at random: two entries already listed, in no set order.
SMILES	S3 lipid droplet	S3 lipid droplet cell count max
COc1ccc2nc(Cl)c(/C=N/Nc3ccccn3)cc2c1	?	.
COC(=O)Nc1sc(C(=O)N(C)C)c(C)c1C(=O)OC	-2%	-9

Further compounds
SMILES	S3 lipid droplet	S3 lipid droplet cell count max
CCOC(=O)C(=O)N1c2ccccc2C(N(C(=O)C(=O)OCC)c2ccccc2)CC1C (stereo unspecified)	25%	2
CC(C)n1ncc2c(C(=O)NCCc3ccc(F)cc3)cc(C3CC3)nc21	i	.
COc1ccc2c(c1OC)C(=O)N1N=C(c3ccc(Cl)cc3)CC21 (stereo unspecified)	0%	-15
COc1ccc(NC(=O)/C=C/c2ccccc2)c([N+](=O)[O-])c1	?	.
N#Cc1cccc(C(=O)OCC(=O)NCc2ccco2)c1	-1%	6
O=C(COc1ccc(C(=O)NCCc2ccccc2)cc1)Nc1ccccc1	-6%	4
Cc1ccc(-n2c(-c3ccco3)nc3c(cnn3-c3ccc(C)cc3)c2=O)cc1	?	.
CCCCC(=O)Nc1ccc2c3c(cccc13)C(=O)N2CC	?	.
COc1ccc(CCNC(=O)CCCOc2ccc(Cl)cc2)cc1OC	?	.
CC(=O)c1cccc(Nc2nc(=O)c3cccnc3s2)c1	-3%	-1
Cc1cccc(NC(=O)c2oc(=O)c3ccccc3c2-c2ccccc2)c1C	?	.
COc1cc(NCc2ccccc2)c2ncn(C(C)C)c2c1	?	.
COc1ccccc1C(=O)Nc1ccc(CN2CCCCC2)cc1	-2%	14
CC(C)N(Cc1ccccc1)C(=O)CSc1nccn1C	?	.
O=C(NC1=NCCS1)c1cccc(OC(F)F)c1	?	.
Nc1nonc1-n1nnc(C(=O)N/N=C/c2cccs2)c1CSc1ccccc1	-4%	-7
COc1ccccc1N1CCN(Cc2cc(=O)c(OCC(=O)NC(C)C)co2)CC1	?	.
CCCCC(c1nnnn1C(C)C)N1CCN(C(=O)c2ccco2)CC1 (stereo unspecified)	-22%	.
